CHRM4 agonist – agonists of human muscarinic M4 receptor (CHRM4). AID 624127. 360,000 tested, 0.14% active. P08173. activation, % at 3 µM. CHO-K1 hM4/Gqi5, Fluo-8 calcium fluorescence; vehicle 0%, full acetylcholine response 100%;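 active means activation above the run mean over all test wells plus 3 SD, cut at about 32% in these data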;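 further: peak over basal fluorescence ratio per well then scaled between controls; 0% = DMSO wells and 100% = acetylcholine at EC100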
Target sequence (P08173 whole entry, looked up): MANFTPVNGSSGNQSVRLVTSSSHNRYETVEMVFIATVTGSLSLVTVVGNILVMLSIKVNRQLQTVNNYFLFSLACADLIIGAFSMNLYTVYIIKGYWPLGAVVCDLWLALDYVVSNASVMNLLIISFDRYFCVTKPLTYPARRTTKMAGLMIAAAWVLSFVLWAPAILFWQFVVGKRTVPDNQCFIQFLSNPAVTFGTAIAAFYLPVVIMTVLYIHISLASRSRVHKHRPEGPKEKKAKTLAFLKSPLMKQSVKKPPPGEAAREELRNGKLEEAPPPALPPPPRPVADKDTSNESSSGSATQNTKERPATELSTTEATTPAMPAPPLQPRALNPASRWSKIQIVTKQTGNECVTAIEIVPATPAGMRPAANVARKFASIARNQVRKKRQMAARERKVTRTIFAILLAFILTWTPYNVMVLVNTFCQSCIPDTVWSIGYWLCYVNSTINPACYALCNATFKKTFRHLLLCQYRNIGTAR
M5 antag – blocks acetylcholine activation of human M5 receptor. P08912. CHO-hM5 cells, Fluo-8 calcium fluorescence, ACh EC80. inhibition, % at 3 µM. 360,000 tested, 0.59% active. AID 624040;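 active means inhibition above a per-plate cutoff, the mean of that plate's test compounds plus 3 SD, cut at about 27% in these data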;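 further: 0% = acetylcholine EC80 with DMSO and 100% = DMSO without agonist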
Target sequence (P08912 whole entry, looked up): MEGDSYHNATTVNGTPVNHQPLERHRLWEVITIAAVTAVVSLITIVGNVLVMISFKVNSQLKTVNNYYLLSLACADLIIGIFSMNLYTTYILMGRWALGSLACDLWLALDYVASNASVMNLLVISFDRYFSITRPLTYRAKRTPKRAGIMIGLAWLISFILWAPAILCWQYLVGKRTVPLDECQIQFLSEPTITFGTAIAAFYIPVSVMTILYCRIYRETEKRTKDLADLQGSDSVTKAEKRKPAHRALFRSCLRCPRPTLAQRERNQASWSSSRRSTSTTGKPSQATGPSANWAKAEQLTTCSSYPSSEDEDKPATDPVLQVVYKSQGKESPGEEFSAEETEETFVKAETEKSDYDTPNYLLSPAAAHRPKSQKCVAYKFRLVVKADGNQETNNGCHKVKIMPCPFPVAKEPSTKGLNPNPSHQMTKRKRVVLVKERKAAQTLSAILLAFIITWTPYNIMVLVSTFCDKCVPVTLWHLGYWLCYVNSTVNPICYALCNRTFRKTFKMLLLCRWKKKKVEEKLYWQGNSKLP
CHO-K1 Ca antag – counter-screen for M1 antagonists: effect in parental CHO-K1 cells; AID 602250; ATP-induced calcium, Fluo-8 fluorescence; inhibition, % at 3 µM; 360,000 tested, 0.6% active;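 active means inhibition above a per-plate cutoff, the plate's mean sample inhibition plus 3 SD, cut at about 24% in these data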;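 further: 0% = DMSO plus EC80 ATP and 100% = DMSO alone without ATP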
CHRM4 PAM – positive allosteric modulators of human muscarinic M4 receptor. CHO-K1 hM4/Gqi5, Fluo-8 calcium fluorescence, ACh EC20; 0% = ACh EC20, 100% = maximal ACh. P08173. 360,000 tested, 0.4% active. activation, % at 3 µM;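 active means activation above its plate's cutoff, the mean activation of sample wells plus 3 SD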; further: some results filed as inactive read as strong as hits
CHO-K1 Ca ag – nonselective activator or artifact in parental CHO-K1 cells. Fluo-8 calcium fluorescence; scaled to maximal ATP response, vehicle zero. activation, % at 3 µM. 360,000 tested, 0.48% active; in the data active means activation above about 15%;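 further: untransfected CHO-K1 host cells lacking M1 receptor as counterscreen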
M1 PAM parental – M1 PAM counterscreen hit in parental CHO-K1 cells; ATP EC20, Fluo-8 calcium fluorescence; 0% at ATP EC20, 100% at ATP max; activation, % at 3 µM; 360,000 tested, 0.02% active;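 active means activation above the run cutoff, the mean activation of all test compounds plus 3 SD, cut at about 40% in these data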;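 further: peak over basal fluorescence ratio in a 140 s read after ATP addition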
CHRM5 agonist – CHRM5 agonism in calcium assay | CHO-K1 hM5 cells, Fluo-8 calcium fluorescence; 0% DMSO wells, 100% maximal acetylcholine response | activation, % at 3 µM | 360,000 tested, 0.19% active | AID 624037;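 active means activation above the run's mean over test compounds plus 3 SD, cut at about 23% in these data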;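 further: signal is peak over basal fluorescence ratio across the kinetic read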
M5 PAM – CHRM5 positive allosteric modulation; CHO-K1 hM5, Fluo-8 calcium, ACh EC20 PAM; 0% = ACh EC20, 100% = ACh EC100; activation, % at 3 µM; 360,000 tested, 0.3% active; AID 624038;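 active means activation above the run cutoff, the mean activation of all test compounds plus 3 SD, cut at about 18% in these data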
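Replicates: One well per compound, no replicates | System: Human M5 receptor in CHO-K1 cells | Benchmarks: Low control EC20 acetylcholine (0%), high control EC100 acetylcholine (100%) | Probe or stimulus: Acetylcholine, EC20 level | Times: Fluo-8 loading 80 min at 37 °C plus 30 min room temperature | Signal: Intracellular calcium via Fluo-8 fluorescence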
M4 antag – blocks acetylcholine activation of human M4 receptor | CHO-hM4 cells, ACh EC80, Fluo-8 calcium fluorescence | inhibition, % at 3 µM | 360,000 tested, 0.73% active | AID 624125;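 active means inhibition above its plate's cutoff, the mean inhibition of sample wells plus 3 SD, cut at about 27% in these data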;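 further: 0% = acetylcholine EC80 with DMSO and 100% = DMSO without agonist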
* hit, by the source's call.

SMILES	CHRM4 agonist	M5 antag	CHO-K1 Ca antag	CHRM4 PAM	CHO-K1 Ca ag	M1 PAM parental	CHRM5 agonist	M5 PAM	M4 antag
CCOC(=O)C1=NN(c2ccc(F)cc2)C2=NC(C)=C(C(=O)OC)C(c3cccs3)N12 (stereo unspecified)	1	-2	3	4	-0.2	-4	1	5	2
Cc1oc(-c2cc3c(cc2Cl)OCO3)nc1CN1CCCC(C(=O)N2CCOCC2)C1 (stereo unspecified)	1	0	-8	3	0.2	1	-8	1	-23
Cc1ccc(CN=C(N)Nc2nc(C)cc(C)n2)cc1	0	7	3	-6	-0.1	-1	-13	5	5
COc1cccc(C(=O)Nc2c3c(nn2-c2cccc(C)c2C)CS(=O)(=O)C3)c1OC	5	-7	-24	-2	1.5	-12	1	-9	-6
Cn1c(SCC(=O)Nc2ccccc2-c2ccccc2)nnc1-c1ccco1	2	2	-14	1	1.0	5	-1	3	1
CN1CCCN(CC(O)COCc2cccs2)CC1 (stereo unspecified)	1	-4	1	2	0.0	10	-4	3	-8
Cc1ccc(CCNC(=O)C2CC(c3cccc(F)c3)=NO2)cc1 (stereo unspecified)	1	7	-17	10	-0.1	13	2	9	4
CCOC(=O)C1CCN(C(=O)c2ccccc2NC(=O)c2ccc(Br)cc2)CC1	2	-5	-1	-1	0.8	7	0	-1	-10
CC(C)n1cnc2c(NCc3ccccc3)nc(NCc3ccccc3)nc21	2	2	-9	6	-0.2	2	-3	-1	-4
CC1(C(=O)NCc2ccccc2Br)CCN1C(=O)C1(c2ccc(Cl)cc2)CC1 (stereo unspecified)	1	1	-5	0	0.5	17	-2	-6	-10
CCCCOc1ccc(-c2c(C(=O)Nc3ccccc3)c(C)[nH]c(=S)c2C#N)cc1	1	-2	2	5	-0.1	10	2	1	-6
CCOC(=O)C1=C(CN2CCCCC2)NC(=O)NC1c1cc(C)ccc1C (stereo unspecified)	1	5	-27	-4	-0.7	-14	-3	-7	6
Cc1ccc(NC(=O)CSc2nnc(-c3ccco3)o2)cc1	2	1	-8	-2	1.1	1	0	1	-25
NC(=O)c1ccsc1NC(=O)COC(=O)c1ccc(Cl)c(N)c1	24	18	20	-11	7.7	-30	4	-30	0
CC1=CC(C)(C)Nc2cc(C)c(C)cc21	1	5	21	6	0.0	-8	0	1	-4
Cc1ccc(S(=O)(=O)Nc2ccc(Cl)cc2C(=O)c2ccccc2)cc1	-2	2	0	0	-0.2	7	-7	-9	-5
CCOC(=O)C1(CCOc2ccccc2)CCN(Cc2ccc3c(c2)OCCO3)CC1	11	22	-2	-7	9.9	8	-10	-30	5
OCC1(Cc2ccc(F)cc2)CCCN(CCc2ccccc2)C1 (stereo unspecified)	0	2	-8	-14	1.1	5	-16	-8	19
O=C(Nc1ccccc1)c1ccc(-c2ccc(Br)cc2)o1	-2	2	0	11	-0.3	6	-3	-7	-20
CC(C)NC(=O)/C(C#N)=C\c1ccc(N(C)C)o1	5	-7	-13	1	2.6	-5	11	-6	0
COC(=O)c1scc(C)c1NC(=O)CC1NCCNC1=O (stereo unspecified)	0	3	3	0	-0.1	-14	-2	-4	2
CCOc1ccc(-n2nc3c(Cl)nnc(C)c3c2C)cc1	-2	0	-11	3	-0.7	23	-4	3	-1
COc1ccc(C(=O)Nc2ccc(N3CCCC3)cc2)cc1OC	0	10	-10	0	0.1	0	0	-4	-1
CC(=O)c1ccc(Oc2cc(C)nc(-n3nc(C)cc3C)n2)cc1	1	4	-6	18	0.0	1	0	6	-9
COc1cc(Cl)ccc1OCc1cc(C(=O)NCCCN2CCCC2=O)no1	3	5	-3	-5	1.0	-15	-2	-6	-4
Next part.
SMILES	CHRM4 agonist	M5 antag	CHO-K1 Ca antag	CHRM4 PAM	CHO-K1 Ca ag	M1 PAM parental	CHRM5 agonist	M5 PAM	M4 antag
COc1ccc(S(=O)(=O)Cc2ccc(C(=O)O)o2)cc1	1	3	-6	3	0.6	6	-2	1	-13
CCC(C(=O)N1CCOCC1)n1nc(C)n2c(cc3cc(C)ccc32)c1=O (stereo unspecified)	1	10	-10	-1	0.5	17	-3	0	2
CN1C(=O)Cc2cc(S(=O)(=O)N3CCN(c4cccc(C(F)(F)F)c4)CC3)ccc21	2	-4	-17	1	0.8	0	-1	5	-3
CCn1c(SCC(=O)NC2CCCCC2)nnc1C(CO)NC(=O)c1ccccc1 (stereo unspecified)	0	23	-3	0	0.4	6	-5	-7	9
CCN(CC)S(=O)(=O)c1cccc(C(=O)N/N=C/c2ccc(O)c(O)c2O)c1	1	-6	0	7	0.0	-7	-1	0	0
COc1ccc(/C=C/C(=O)c2ccc(NC3=NCCCS3)cc2)cc1OC	11	9	-2	-14	9.6	9	-4	-2	2
CCC(=O)N1CCN(c2ccc(OC)cc2[N+](=O)[O-])CC1	1	-17	-13	6	1.0	13	-4	9	-8
CCc1cc2c(=O)n(CC(C)C)cnc2s1	2	5	3	16	0.2	5	-3	0	-3
Cc1ccc(-c2nnn(Cc3nc4ccccc4s3)n2)cc1	0	2	-6	-3	0.1	12	0	-6	12
CC(CCCC(C)(C)O)NC(=O)c1ccc2oc(CCc3ccccc3)nc2c1 (stereo unspecified)	3	16	-1	-3	3.7	-14	-5	-10	9
COc1ccc(S(=O)Cc2ccc(C(=O)NC3CC3)o2)cc1 (stereo unspecified)	1	7	-6	2	0.3	2	1	2	0
O=C(NC(=S)Nc1ccccc1Br)c1ccco1	2	0	-18	9	0.9	5	-1	3	4
CCN(CC(=O)Nc1ccc(Cl)c(S(=O)(=O)N(C)C)c1)CC(=O)NC(C)C	1	8	-5	10	0.2	14	-2	1	-12
Cc1ccccc1-n1cnnc1SCC(=O)N1CCN(c2ccccc2)CC1	2	4	-6	5	0.6	10	-3	-5	-8
O=C(Nc1ccc(N2CCOCC2)cc1)c1cccc(-n2cnnc2)c1	1	3	-4	8	0.5	6	0	4	-6
Cc1cc(C(=O)NCCc2ccc(Cl)cc2)c2ccccc2n1	2	11	-6	0	1.7	-16	-2	-4	7
CCSc1nc(C2CC2)cc(-c2ccco2)c1C#N	0	-12	-9	-1	-0.5	15	-1	-3	-1
CCC(c1nnnn1-c1ccc2c(c1)OCCO2)N1CCN(c2cccc(C)c2C)CC1 (stereo unspecified)	-1	-7	18	-8	0.2	-10	-3	-5	0
OCC[C@H]1C[C@@H](O)[C@H](O)[C@@]2(OCc3ccccc32)O1	2	-1	2	-2	0.5	-8	4	9	2
Cc1ccc(C(=O)NNC(=O)CSc2nnc3c(n2)[nH]c2ccc(C)cc23)cc1	1	5	-3	7	0.2	18	-2	2	-4
O=C(Nc1ccc2c(c1)OCCO2)c1cc2sccc2n1Cc1ccc(F)cc1	1	-2	6	-8	0.3	14	-4	-6	-1
CC(=O)[C@H]1CC[C@H]2[C@@H]3CC=C4C[C@@H](O)CC[C@]4(C)[C@H]3CC[C@]12C	1	5	2	3	0.3	9	2	-3	-3
COc1ccc(NC(C)=O)cc1NC(C)C(=O)Nc1ccc(S(=O)(=O)N2CCCCC2)cc1 (stereo unspecified)	0	10	-12	0	0.7	12	1	-5	1
CCOC(=O)N1CCN(S(=O)(=O)c2cc3c(cc2C)NC(=O)CO3)CC1	0	-2	4	7	0.1	12	0	12	8
CC(=O)c1c(N2CCOCC2)nc(=S)n(Cc2ccccc2)c1C	1	10	-3	2	0.4	-4	-7	-2	1
Continued:
SMILES	CHRM4 agonist	M5 antag	CHO-K1 Ca antag	CHRM4 PAM	CHO-K1 Ca ag	M1 PAM parental	CHRM5 agonist	M5 PAM	M4 antag
COc1ccc(CCC(=O)N2CCN(S(=O)(=O)c3ccc(OC)c([N+](=O)[O-])c3)CC2)cc1	3	-4	-13	-4	1.9	10	0	2	6
CCc1noc(C)c1C(=O)NNC(=O)COc1ccc(C)cc1	0	6	5	-4	0.5	-18	-5	-2	-5
OC[C@@H]1CN(Cc2ccc(-c3ccccc3)cc2)C[C@H](n2cnc3c(N4CCOCC4)ncnc32)O1	15	5	-5	-8	9.8	13	5	-5	-4
Cc1ccc(NC(=O)CN2CCc3ccccc3C2)cc1S(=O)(=O)N(C)C	3	-1	-9	12	0.8	1	-4	-1	-4
COc1ccccc1OCc1cc(-c2ccccc2)no1	1	-14	-6	-2	1.0	8	-6	-2	4
CC(=O)c1ccc(NC(=O)CSc2nnc(-c3ccco3)o2)cc1	1	3	-12	-8	0.6	2	0	-2	3
COc1cccc(CC(=O)Nc2ccc(-c3csc(C)n3)cc2)c1	1	8	-4	2	1.0	17	-1	1	-6
C=CCNC(=O)c1ccc2nccnc2c1	1	-10	2	4	0.3	6	2	7	7
Cc1ccc(S(=O)(=O)N(C)CCCC(=O)Nc2cc(C)ccc2C)cc1	4	-1	-10	-3	2.4	2	4	-7	-16
NC(=S)NN=CCn1cc([N+](=O)[O-])c(=O)[nH]c1=O	1	-6	-11	1	0.3	5	2	-4	-8
c1ccc(CNc2nc(-c3cccs3)nc3ccccc23)cc1	0	14	-1	-10	0.5	4	-4	-8	12
CCN(c1ccccc1C)S(=O)(=O)c1cc2c3c(c1)CCC(=O)N3CCC2	4	8	-9	5	2.0	14	-7	-6	-2
COc1ccc(S(=O)(=O)Nc2ccc(Cc3ccncc3)cc2)cc1C	11	4	-4	-8	12	1	-4	-9	3
C/C(=N\NC(=O)c1nn(C)c(C)c1Br)c1ccc(NC(=O)c2ccccc2F)cc1	1	-4	-11	7	0.2	14	-2	-1	-5
CN(/N=C/Cc1nnnn1-c1ccc(Cl)cc1)c1ccccc1	0	16	3	-6	1.0	-4	-4	-3	-1
CNC(=O)CN1C(=O)NC(Cc2c[nH]c3ccccc23)C1=O (stereo unspecified)	1	-9	-7	-3	0.6	-4	-7	11	-10
O=C(CSc1nncn1-c1cccnc1)Nc1cccc([N+](=O)[O-])c1	0	-4	-1	3	-0.2	5	-2	2	-7
CS(=O)(=O)Nc1cccc(C2=NN(C(=O)c3cccc(F)c3)C(c3cccs3)C2)c1 (stereo unspecified)	10	14	-2	-11	3.8	-10	2	-14	5
Cc1sc2ncnc(NCC3(N4CCOCC4)CCCCC3)c2c1C	1	1	-3	1	0.2	13	-3	-1	-11
CC(C)[C@@H](CSc1ccccc1)N1CCN(Cc2ccccc2)CCC1=O	1	5	-8	-6	-0.6	-6	1	-3	-7
O=C(C[n+]1ccc(C(=O)NCCCO)cc1)c1cccc(Br)c1	1	1	-18	-7	1.8	21	2	-2	-7
Cc1ccccc1OCc1nnc(SCC(=O)Nc2ccc3c(c2)OCO3)n1C	0	3	1	-6	1.7	16	1	-4	15
CCC(C)(C)NC(=O)C(c1ccc(F)cc1)N(Cc1ccc(OC)cc1)C(=O)c1cnccn1 (stereo unspecified)	8	9	-6	6	1.6	16	-2	-1	-5
CCNC(=O)COC(=O)c1cc(=O)[nH]c2ccccc12	1	3	20	-5	0.0	-16	-1	-6	9

Grouped by structure, the compounds so far with an NH in an aromatic ring (five)
SMILES	CHRM4 agonist	M5 antag	CHO-K1 Ca antag	CHRM4 PAM	CHO-K1 Ca ag	M1 PAM parental	CHRM5 agonist	M5 PAM	M4 antag
CCCCOc1ccc(-c2c(C(=O)Nc3ccccc3)c(C)[nH]c(=S)c2C#N)cc1	1	-2	2	5	-0.1	10	2	1	-6
Cc1ccc(C(=O)NNC(=O)CSc2nnc3c(n2)[nH]c2ccc(C)cc23)cc1	1	5	-3	7	0.2	18	-2	2	-4
NC(=S)NN=CCn1cc([N+](=O)[O-])c(=O)[nH]c1=O	1	-6	-11	1	0.3	5	2	-4	-8
CNC(=O)CN1C(=O)NC(Cc2c[nH]c3ccccc23)C1=O (stereo unspecified)	1	-9	-7	-3	0.6	-4	-7	11	-10
CCNC(=O)COC(=O)c1cc(=O)[nH]c2ccccc12	1	3	20	-5	0.0	-16	-1	-6	9
